# Compound activity deposited in PubChem BioAssay by The Scripps Research Institute Molecular Screening Center.
# TbREL1 primary: TbREL1 inhibition, primary screen; TbREL1 RNA ligation, FRET fluorescence; inhibition, % at 9.66 µM; 89,000 tested, 0.49% active;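 active means inhibition above the mean inhibition across all screened compounds plus 3 SD, cut at about 11% in these data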;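 further: 0% = plate median of test wells and 100% = NSC42067 control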
# Target sequence (P86926 whole entry, looked up): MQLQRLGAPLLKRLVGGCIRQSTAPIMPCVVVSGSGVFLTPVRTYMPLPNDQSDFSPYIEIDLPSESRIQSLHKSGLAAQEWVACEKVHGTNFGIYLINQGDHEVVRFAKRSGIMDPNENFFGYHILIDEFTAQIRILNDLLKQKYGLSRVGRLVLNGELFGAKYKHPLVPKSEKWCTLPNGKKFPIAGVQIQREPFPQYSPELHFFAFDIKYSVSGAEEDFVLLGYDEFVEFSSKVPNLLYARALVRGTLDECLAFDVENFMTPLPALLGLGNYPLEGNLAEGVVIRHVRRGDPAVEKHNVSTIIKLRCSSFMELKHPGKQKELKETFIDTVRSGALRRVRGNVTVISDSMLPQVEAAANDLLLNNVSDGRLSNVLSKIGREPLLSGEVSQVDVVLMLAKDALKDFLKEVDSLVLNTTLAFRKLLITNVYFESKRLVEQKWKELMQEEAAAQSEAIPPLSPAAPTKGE
# Active calls of the source: *. Not all compounds are listed; the hit share may differ from the screen's.
TbREL1 primary	SMILES
2	Cc1cc(C)c(NC(=O)Cn2cc3c(n2)CCCC3)c(C)c1
-1	Cc1cc(OCC(=O)Nc2cccc(S(=O)(=O)NC3=NCCCCC3)c2)ccc1Cl
-2	CC(=O)OCc1c(C(F)(F)F)nn(C)c1Oc1ccccc1
0	CC(OC(=O)CN1C(=O)c2ccccc2C1=O)C(=O)NC1(C#N)CCCCC1 (stereo not drawn)
-3	Cc1cccc(OCc2nnc(SCC(=O)Nc3ccc(N4CCOCC4)cc3)o2)c1
0	CCCCCc1c(CC)ncn1CCc1ccccc1OC
-3	Cc1ccc(C)c(/C(O)=C2\C(=O)C(=O)N(CCCn3ccnc3)C2c2ccncc2)c1 (stereo not drawn)
3	C/C(CC(=O)NC(C)(C)C)=N\NC(=O)COc1ccc(C)cc1Br
7	COc1cccc(CC(=O)N(Cc2ccccc2)c2ccccc2C(=O)Nc2cc(OC)ccc2OC)c1
0	O=C(NC1CCCCC1)C(c1ccccc1)N1CCOCC1 (stereo not drawn)
6	CN1C(=O)CC(N2CCC(C(N)=O)(N3CCCCC3)CC2)C1=O (stereo not drawn)
4	COc1ccc(NC(=O)c2cc(C(C)C)on2)c(OC)c1
3	Cc1nn(C)c(C)c1C(C)NC(=O)c1ccc(OC2CCN(Cc3ccccn3)CC2)cc1 (stereo not drawn)
1	COC(=O)c1ccc(/C=N/NC(=O)c2ccc3nc[nH]c3c2)cc1
-2	O=C(NNC(=O)c1ccc(Br)s1)NC1CCCCC1
4	Cc1cc(C)cc(NC(=O)C2C3C=CC4(O3)C2C(=O)N(CCCN2CCCC2)C4C(=O)NC2CCCC(C)C2C)c1 (stereo not drawn)
-4	COC(=O)C[C@H]1c2cc(F)ccc2S(=O)(=O)N1c1ccc(N(C)C)cc1
0	COc1ccc([C@H]2CC(=O)C=C(c3ccc(NC(C)=O)cc3)C2)cc1OC
-3	CN(C)c1ccc(C(CNS(=O)(=O)c2ccc3ccccc3c2)c2c[nH]c3ccccc23)cc1 (stereo not drawn)
-4	Fc1ccccc1Cc1noc(CN2CCN(Cc3ccc4c(c3)OCO4)CC2)n1
-4	CCOC(=O)c1ccc(NC(=S)N(CCCN2CCCCCC2)Cc2ccco2)cc1
-4	COc1ccc(CCN(C)C(=S)Nc2ccc(SC(F)F)cc2)cc1OC
0	CC(=O)CCC(=O)OCC(=O)Nc1ccc(SC(F)F)cc1
-2	COc1cccc(C(=O)N/N=C(\C)c2cccc(NC(=O)c3ccc(F)cc3)c2)c1OC
-2	Clc1ccc(OCCOCCN2CCc3ccccc3C2)c(Cl)c1
5	Cc1cccc(C(=O)N(CC(=O)Nc2sc(C)c(C)c2C(N)=O)C2CCCC2)c1
1	Clc1nc2c(-c3ccccc3)nnn2c2ccccc12
-7	CCN(C(=O)CN1CCc2ccccc21)c1c(N)n(Cc2ccccc2)c(=O)[nH]c1=O
-2	O=[N+]([O-])c1ccc(CSc2nnc(-c3cccc(Cl)c3)n2Cc2ccco2)cc1
0	Cc1ccc(S(=O)(=O)N(C)c2ccc(C(=O)NCC3CCCO3)cc2)cc1 (stereo not drawn)
-1	CCOC(=O)C=C1CCN(c2ncc(C(F)(F)F)cc2Cl)CC1
-1	O=C(N[C@@H](Cc1ccc(O)cc1)C(=O)O)c1ccncc1
6	O=C(O)CCCc1nc(-c2ccc(Cl)cc2)no1
4	Cc1ccc(N(CC(=O)O)S(C)(=O)=O)cc1
-4	S=c1[nH]nc(CSc2nc3ccccc3s2)n1C1CCCCC1
4	CCN(Cc1ccccc1)C(=O)Cn1cc2c(n1)CCCC2
-2	Cn1nc(C(F)(F)F)c2cc(C(=O)N3CCOCC3)sc21
1	Cc1ccc(-n2nnnc2SCC(=O)N2CCNC2=O)cc1C
-1	Cc1cc(NCC2CCCO2)n2c(nc3ccccc32)c1C#N (stereo not drawn)
3	C=CCCC(=O)N1CCC(n2nccc2NC(=O)CCCc2ccccc2)CC1
0	CC1CCc2sc(C(=O)Nc3nnc(SCc4ccc(F)cc4)s3)cc2C1 (stereo not drawn)
-5	COc1ccc(NC(C)=O)cc1NC(=O)CN1CCN(CC(=O)Nc2ccccc2Cl)CC1
0	O=C(C1CC(c2ccccc2O)=NO1)N1CCc2ccccc2C1 (stereo not drawn)
-2	COc1ccccc1C(=O)N/N=C(\C)CC(=O)Nc1ccccn1
2	CC(C)CCCN1CCN=C1N(C)C
2	Cc1ccc(C)c(CNC(=O)Nc2ccccc2)c1
3	Cc1ccc(N(C)C(=O)N2CCN(S(=O)(=O)c3ccc(C)cc3)CC2)cc1
1	O=C(O)C1C2CC3OC(=O)C1C3C2 (stereo not drawn)
5	O=C(CCNC(=O)c1ccc(Br)cc1)Nc1ccccc1N1CCCCC1
2	CC(=O)N1CCN(S(=O)(=O)c2ccc(C)cc2)C1C (stereo not drawn)
0	CCCCN(C(=O)c1cccc(S(=O)(=O)N(CC)c2ccccc2)c1)c1c(N)n(CC(C)C)c(=O)[nH]c1=O
0	CCCN(CC(=O)Nc1ccccc1OC)C(=O)c1cc(-c2ccccc2)nn1-c1ccccc1
1	Cc1cc(C)n(CCC(=O)N/N=C/c2ccccc2O)n1
-5	CNC(=S)N/N=C/c1cn(CCOc2cccc(OC)c2)c2ccccc12
-1	Cc1cc(C(C)(C)C)cc(C)c1N
-2	O=C1CSC(c2cccc([N+](=O)[O-])c2)N1c1ccccc1 (stereo not drawn)

# (continued)
TbREL1 primary	SMILES
0	COC(=O)C(NC(=O)c1ccc(F)cc1)(Nc1ncc(S(=O)(=O)c2ccc([N+](=O)[O-])cc2)s1)C(F)(F)F (stereo not drawn)
0	O=S(=O)(NC1CCCCCC1)c1cccc2cccnc12
-1	CCOc1ccc(NC(=O)CCCNC(=O)Cn2cnc3sc(C)c(C)c3c2=O)cc1
1	CC(C)(C)C(=O)NC(Nc1cccc2cccnc12)C(Cl)(Cl)Cl (stereo not drawn)
1	CCCc1cc(=O)[nH]c(SCC(=O)Nc2ccc(Br)cc2Br)n1
2	CC(C)Cn1nc(NC(=O)C(C)(C)C)c2cc3ccccc3nc21
1	CC1C(c2ccccc2)=[N+]([O-])C2(CCCC2)N1O (stereo not drawn)
2	O=C(Nc1cccnc1)Nc1ccc(Br)cc1Cl
-2	Cc1ccccc1C(=O)c1c[nH]c(C(=O)N2CCN(c3ccccc3F)CC2)c1
0	CC1CC(C)CN(C(=O)CSc2nc(N)cc(=O)[nH]2)C1 (stereo not drawn)
0	O=C(CN1C(=O)NC2(CCc3ccccc32)C1=O)c1ccc(F)cc1 (stereo not drawn)
-3	C/C(=N\NC(=S)NC(C)C)c1cccc([N+](=O)[O-])c1
0	O=c1cc(C(F)(F)F)c2sc(N3CCCCC3)nc2[nH]1
1	CCOc1ccc(C2CC(c3cccc(OC)c3)Nc3nc(N)nn32)cc1 (stereo not drawn)
2	c1cn2c(-c3ccoc3)cncc2n1
6	COC(=O)C1=C(C)N(C)C(=NCc2ccc(OC)cc2)NC1c1ccccc1C(F)(F)F (stereo not drawn)
1	C[C@H](CO)N1C[C@H](C)[C@@H](CN(C)C(=O)NC2CCCCC2)Oc2ccc(NC(=O)C3CC3)cc2C1=O
10	C=CC#CC1(O)CC(C)N(C)CC1C (stereo not drawn)
6	NS(=O)(=O)c1ccc(CCNC(=O)CSc2nc3ccccc3c3nc(CCN4CCCCC4)nn23)cc1
2	Cc1nc(C)c(C(=O)Nc2nc3c(C)cccc3s2)o1
0	Cc1ccc(S(=O)(=O)Nc2ccccn2)cc1[N+](=O)[O-]
0	Cc1ccc(CSCC(=O)Nc2ccc3c(c2)OCO3)cc1
-1	COc1cccc(/C=N/N2C(=O)NC3(CCCCC3)C2=O)c1O
0	COc1cccc(CNc2nc3cc(-c4ccc(C)cc4)sc3c(=O)n2C)c1OC
-1	CN(C)c1cccc(C(=O)NCc2ccc(Cl)cc2)c1
6	Cc1ccc(-c2csc(-c3c[nH]c4ccccc34)n2)cc1
1	Cc1ccccc1OCC(=O)NCCCNC(=O)c1ccncc1
-5	Oc1c(CN2CCN(c3ccccc3)CC2)cc(Br)c2cccnc12
1	O=C(c1ccc(C(F)(F)F)cc1)N1CCC(=O)N(C(CO)Cc2ccccc2)CC1 (stereo not drawn)
-1	Cc1cc(N(CCO)CCO)ccc1N=Nc1cc(F)ccc1F
-5	CC(=O)Nc1cccc(C(=O)OCC(=O)N2CCC(c3ccccc3)=N2)c1
2	COc1ccccc1-n1nnnc1SCC(=O)NC1CCCCC1

# 3 consecutive compounds already listed, quoted:
TbREL1 primary	SMILES
-1	Cc1cc(N(CCO)CCO)ccc1N=Nc1cc(F)ccc1F
-5	CC(=O)Nc1cccc(C(=O)OCC(=O)N2CCC(c3ccccc3)=N2)c1
2	COc1ccccc1-n1nnnc1SCC(=O)NC1CCCCC1

# New compounds follow
TbREL1 primary	SMILES
-1	COc1ccc(/C=C/C=N/NC(=O)COc2ccc(OC)cc2)cc1
-3	Cc1ccccc1N1C(S)=C(C#N)C(=O)NC12CCCCC2
-1	NC(=O)NN=C1CC2CC1C1C=CCC21 (stereo not drawn)
0	N/C(Cc1ccc([N+](=O)[O-])cc1)=N\OC(=O)c1ccc([N+](=O)[O-])cc1
1	Cc1ccc(S(=O)(=O)Nc2ncnc3ccccc23)cc1
-1	Cc1ccccc1-n1nc(-c2ccc(N)cc2)cc1N
4	CC(C)N(Cc1ccccc1)C(=O)COC(=O)c1cnc(Cl)c(Cl)c1
3	COc1ccc(CCNC(=O)c2oc3ccc(S(=O)(=O)N4CCOCC4)cc3c2C)cc1OC
-1	Cc1ccc(-c2ccc(=O)n(CC(=O)NCCN3C(C)CCCC3C)n2)cc1 (stereo not drawn)
-1	O=C(COC(=O)c1cc[n+]([O-])cc1)NCC12CC3CC(CC(C3)C1)C2
0	O=C(Nc1nc([C@@H]2O[C@H](CO)[C@@H](O)[C@H](O)[C@H]2O)cs1)NC(c1ccccc1)c1ccccc1
11	Cc1cccc(-n2cnc(C(=O)N3CCN(C)CC3)c2)n1
-3	COc1ccccc1/C=C/C(=O)OCC(=O)Nc1c(C)nn(-c2ccccc2)c1C
-2	CN(C)CCCCNCCCNC(=O)/C=N\O
5	CCOc1ccc2[nH]c(=O)c(CN(CCc3ccccc3)C(=O)N3CCCC3)cc2c1
3	CCc1ccccc1OCCCCN1CCCC1
-4	Cc1ccn2cc(-c3cccc(NC(=O)c4cccs4)c3)nc2c1
-1	COc1ccc([C@@H]2CC=C(C(=O)O)[C@H](c3ccccc3F)N2S(=O)(=O)c2ccccc2C)cc1
3	COC(=O)C1=C(C)NC(c2c(O)ccc3ccccc23)C(C(=O)OC)=C1C (stereo not drawn)
2	OC1(c2cccc(C(F)(F)F)c2)CCN(c2ncnc3c2[nH]c2ccccc23)CC1
-1	O=C(Oc1ccc(-c2ccccc2)cc1)C1C2CCCCC21 (stereo not drawn)
-2	Cc1cc(Cl)ccc1C(=O)C1CCCN(C(=O)c2cnn(C(C)C)c2)C1 (stereo not drawn)
4	CC(C)[C@H](NC(=O)c1ccccc1)C(=O)OCC(=O)NCC1CCCO1 (stereo partly drawn)
4	CCOCCCn1c(SCC(=O)Nc2oc(C)c3c(C)n[nH]c(=O)c23)nnc1-c1ccncc1
1	CCN(CC)c1cnn(C/C(=N\OC)c2ccc(Cl)cc2)c(=O)c1Br
4	CCc1cc2c(N3CCCCC3)ncnc2s1
-2	COc1cc(F)ccc1S(=O)(=O)N1CCN(C23CC4CC(CC(C4)C2)C3)CC1
-3	COc1ccc2cc(C(C)C(=O)Nc3cccc(S(=O)(=O)N(C)C)c3)ccc2c1 (stereo not drawn)
-2	CSc1nc(O)c(C(c2ccc(F)cc2)c2c(O)nc(SC)[nH]c2=O)c(=O)[nH]1
1	O=C(c1ccco1)N1CCN(Cc2cccc(F)c2)CC1
-3	O=C(c1cccc(S(=O)(=O)N2CCCCC2)c1)N1CCN(Cc2ccccc2)CC1
0	Clc1ccccc1OCCCCn1ccnc1

# Copied from the list.
# `O=C(c1ccco1)N1CCN(Cc2cccc(F)c2)CC1` in TbREL1 primary is entered as 1
# `CCN(CC)c1cnn(C/C(=N\OC)c2ccc(Cl)cc2)c(=O)c1Br` in TbREL1 primary is entered as 1
# `COc1ccc2cc(C(C)C(=O)Nc3cccc(S(=O)(=O)N(C)C)c3)ccc2c1` (stereo not drawn) in TbREL1 primary is entered as -3
# `Clc1ccccc1OCCCCn1ccnc1` in TbREL1 primary is entered as 0
# `O=C(c1cccc(S(=O)(=O)N2CCCCC2)c1)N1CCN(Cc2ccccc2)CC1` in TbREL1 primary is entered as -3

# Following part:
TbREL1 primary	SMILES
-1	COC(=O)[C@]12CCCCC=C1N(Cc1ccc(Cl)cc1Cl)C(=O)[C@H](CC(=O)NCC13CC4CC(CC(C4)C1)C3)C2
3	COc1ccc(CN2CCNC(=O)C2CC(=O)N(C)Cc2ccon2)c(OC)c1 (stereo not drawn)
-3	COc1ccc(-n2c(SCCC#N)nnc2-c2cc(Cl)ccc2OC)cc1Cl
-1	COc1ccc(S(=O)(=O)N2CCC(C(=O)Nc3cc(Cl)ccc3N3CCOCC3)CC2)cc1OC
-1	NC(=O)CC(NC(=O)c1ccc(Br)cc1)c1ccc(N2CCCCCCC2)c([N+](=O)[O-])c1 (stereo not drawn)
0	Oc1[nH]c2ccccc2c1C=Nc1ccccc1
-3	C=CCn1c(=O)c2c(C)c(C)sc2n2c(Nc3ccc(OC)cc3)nnc12
0	COc1cccc(OC)c1C(=O)Nc1sc2c(c1C#N)CCC2
0	CC(OC(=O)CCCc1nc2ccccc2s1)C(N)=O (stereo not drawn)
-2	Cc1cc(-n2nnc3ccccc32)nc2ccccc12
-2	CC(C)(C)Sc1ccccc1S(=O)(=O)C(C)(C)C

# Structures shown so far that contain a CF3 group:
TbREL1 primary	SMILES
-2	CC(=O)OCc1c(C(F)(F)F)nn(C)c1Oc1ccccc1
-1	CCOC(=O)C=C1CCN(c2ncc(C(F)(F)F)cc2Cl)CC1
-2	Cn1nc(C(F)(F)F)c2cc(C(=O)N3CCOCC3)sc21
0	COC(=O)C(NC(=O)c1ccc(F)cc1)(Nc1ncc(S(=O)(=O)c2ccc([N+](=O)[O-])cc2)s1)C(F)(F)F (stereo not drawn)
0	O=c1cc(C(F)(F)F)c2sc(N3CCCCC3)nc2[nH]1
6	COC(=O)C1=C(C)N(C)C(=NCc2ccc(OC)cc2)NC1c1ccccc1C(F)(F)F (stereo not drawn)
1	O=C(c1ccc(C(F)(F)F)cc1)N1CCC(=O)N(C(CO)Cc2ccccc2)CC1 (stereo not drawn)
2	OC1(c2cccc(C(F)(F)F)c2)CCN(c2ncnc3c2[nH]c2ccccc23)CC1
